RGS7-Gao reg: regulators of human RGS7-Galphao interaction. 0.35% of 220,000 active. P09471. Multiplexed bead flow cytometry, RGS7-Galphao binding; actives lie on both sides. binding response (% of control), % at 10 µM. AID 1439; in the data active = binding response below about 49% or above about 150%; inconclusive = no clear call, values can overlap the other calls; inactive = in between;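 also: fluorescent Galphao held in activated GDP-AlF4 state binding bead-coupled RGS7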
Target sequence (P09471 whole entry, looked up): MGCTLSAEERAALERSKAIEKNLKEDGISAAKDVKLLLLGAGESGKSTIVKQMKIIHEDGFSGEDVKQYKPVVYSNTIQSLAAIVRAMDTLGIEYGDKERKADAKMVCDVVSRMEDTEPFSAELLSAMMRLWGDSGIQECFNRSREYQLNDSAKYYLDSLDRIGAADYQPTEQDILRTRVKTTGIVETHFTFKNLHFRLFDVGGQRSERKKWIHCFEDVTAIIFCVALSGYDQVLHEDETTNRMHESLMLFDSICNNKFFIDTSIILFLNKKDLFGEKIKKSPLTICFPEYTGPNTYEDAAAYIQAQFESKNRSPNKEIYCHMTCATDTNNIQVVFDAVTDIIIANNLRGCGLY
RGS8-Gao reg: regulators of human RGS8-Galphao interaction; response (percent of control binding), % at 10 µM; P09471; multiplexed bead flow cytometry, RGS8-Galphao binding; actives lie on both sides; 0.34% of 220,000 active; AID 1423; in the data active = response below about 60% or above about 140%; inactive = in between;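 also: Galphao activated as the GDP aluminium fluoride complex binding bead-coupled RGS8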
RGS4-Gao reg: human RGS4-Galphao interaction regulation; 0.33% of 220,000 active; AID 1415; Multiplexed bead flow cytometry, RGS4-Galphao binding; actives lie on both sides; binding response (% of control), % at 10 µM; P09471; in the data active = binding response below about 49% or above about 150%; inactive = in between;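 also: fluorescent Galphao activated with aluminum fluoride binding bead-coupled RGS4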
Mcl1 Bid PPI: disrupts binding of human Mcl-1 to Bid peptide | Q07820 | TR-FRET Mcl-1/Bid-Dy647 peptide binding, 1536-well | inhibition, % at 21.7 µM | 0.97% of 220,000 active | AID 1021;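 active = compounds that cut the binding signal by more than half at the single screening dose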;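 also: His-tagged Mcl-1 with europium anti-His antibody binding Bid BH3 peptide; 0% = Mcl-1 plus peptide wells and 100% = peptide-only wells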
Target sequence (Q07820 whole entry, looked up): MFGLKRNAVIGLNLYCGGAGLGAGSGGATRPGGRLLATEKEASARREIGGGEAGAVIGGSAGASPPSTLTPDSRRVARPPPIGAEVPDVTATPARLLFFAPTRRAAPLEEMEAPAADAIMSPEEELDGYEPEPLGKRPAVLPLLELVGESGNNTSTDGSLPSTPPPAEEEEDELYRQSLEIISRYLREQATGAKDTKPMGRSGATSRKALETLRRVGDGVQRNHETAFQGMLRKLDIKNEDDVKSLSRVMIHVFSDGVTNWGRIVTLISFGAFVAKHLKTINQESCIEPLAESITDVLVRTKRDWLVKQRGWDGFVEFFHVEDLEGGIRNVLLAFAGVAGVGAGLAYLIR
The depositor's hits bear a star; ? = inconclusive; . = no result given; & = joins results of further samples.

SMILES	RGS7-Gao reg	RGS8-Gao reg	RGS4-Gao reg	Mcl1 Bid PPI
C/C=C/C=C/C(=O)[C@@H]1[C@@H]([C@]2(C)OC(=O)C(C)=C2O)[C@H]2/C(=C(O)/C=C/C=C/C)C(=O)[C@]1(C)C(=O)C2(C)O (stereo not given in full)	?	93	99	-93
CC(C)CC(NC(=O)OC(C)(C)C)C(=O)O (stereo not given)	?	96	96	8
CCCCN(C(=O)CSc1nnnn1C)c1c(N)n(Cc2ccccc2)c(=O)[nH]c1=O	?	101	99	-11
O=C(C[n+]1cc(-c2ccc(Cl)cc2)n2c1CCCCC2)c1ccccc1	?	101	104	-15
COc1ccccc1NC(=O)Nc1ccccc1C(=O)NCCCN1CCOCC1	?	104	101	-3
O=C(c1ccccc1)c1ccc2c(c1)OCCOCCOCCO2	?	103	107	-17
O=[N+]([O-])/C=C1\CCCCCN1	?	100	102	-62
COc1ccc(CCNC(=S)NC(=O)c2ccccc2)cc1C	?	99	97	-49
Cc1ccccc1N=C1NC(=O)/C(=C/c2cccn2C)S1	?	97	103	-33
Cn1cccc1/C=C1\SC(=Nc2cccc(O)c2)NC1=O	?	104	100	-22
COc1ccc(N=C2SCC(c3ccc([N+](=O)[O-])cc3)=NN2CCO)cc1	?	100	100	-7
COc1ccc(OC)c(NC(=O)C2CCC(CNc3c(N4CCOCC4)c(=O)c3=O)CC2)c1 (stereo not given)	?	105	108	-35
C=CCn1c(CCC(O)COCCCCC)n[nH]c1=S (stereo not given)	?	100	98	-80
CCN(C(=O)C1CCCN1S(=O)(=O)c1cccc2nsnc12)c1ccccc1 (stereo not given)	?	100	98	-29
COc1ccccc1CNCC(=O)Nc1cc(S(=O)(=O)N2CCCCCC2)ccc1Cl	?	99	100	27
Cc1ccc(Nc2c(-c3ccc(N4CCOCC4)cc3)nc3cnccn23)cc1	?	100	98	-66
FC(F)(F)c1ccc(C2[C@H]3CN(CC4CCCCC4)[C@H](c4ccccc4)C34CC2(c2cccnc2)C4)cc1 (stereo not given in full)	?	89	79	-66
CC1SCC(NC(=O)c2ccc(Cl)cc2)CS1 (stereo not given)	?	102	101	0
CCN(CC)CCn1c(N)nc2ccccc21	?	102	101	2
CC12CCC(C(=O)Nc3ccncc3)(CC1O)C2(C)C (stereo not given)	?	99	93	-10
C=CC(=O)N1C/C=C\C(c2ccc(OC)cc2)N(Cc2ccc(F)cc2)C(=O)C1 (stereo not given)	?	106	113	-43
CC(C)Cc1nnc(NC(=O)CCC(=O)Nc2ccc3cn[nH]c3c2)s1	?	101	105	-14
CCN(CC)S(=O)(=O)c1ccc(N2CCCC2)c(NC(=O)CC(C)(C)C)c1	?	93	88	-52
c1ccc2c(c1)CCCN2c1nc(N2CCOCC2)nc(N2CCOCC2)n1	?	101	97	-6
O=C1Nc2ccc(Br)cc2C1=Nc1cccnc1	?	95	98	-19

Whole records as entered above. Order of screens: RGS7-Gao reg | RGS8-Gao reg | RGS4-Gao reg | Mcl1 Bid PPI
`CCN(CC)CCn1c(N)nc2ccccc21` as listed: ? | 102 | 101 | 2
`C=CCn1c(CCC(O)COCCCCC)n[nH]c1=S` (stereo not given) as listed: ? | 100 | 98 | -80
`CC(C)Cc1nnc(NC(=O)CCC(=O)Nc2ccc3cn[nH]c3c2)s1` as listed: ? | 101 | 105 | -14

Remaining list, next part:
SMILES	RGS7-Gao reg	RGS8-Gao reg	RGS4-Gao reg	Mcl1 Bid PPI
COc1ccc(C(=O)[C@H]2[C@H]3C(=O)N(c4ccc(OC(C)=O)cc4)C(=O)[C@H]3C3C=CC=NN32)cc1 (stereo not given in full)	?	98	99	-60
CC(=O)c1ccccc1OC(=O)c1c(F)cccc1F	?	97	92	-9
CC1(OC(=O)C2CCCC2)C(=O)C=C2C=C(c3ccsc3)N(CCc3ccccn3)C=C2C1=O (stereo not given)	?	99	96	-23
CCN(CC)CC#Cc1ccc(C)cc1	?	101	101	-20
O=C(c1cc(F)cc2c1OCOC2)N1CCN(c2ccc(F)cc2)CC1	?	99	103	-83
CN(C)/N=C/C=C1\CCC/C(=C/c2cccs2)C1=O	?	98	97	23
COc1cc(/C=N/n2c(-c3cc(C)[nH]n3)n[nH]c2=S)ccc1O	?	100	107	-55
COC(=O)c1[nH]c(C)c(/C(O)=C2\C(=O)C(=O)N(CCN3CCOCC3)C2c2ccco2)c1C (stereo not given)	?	99	98	-28
O=[N+]([O-])c1ccc2nc(SCc3cn4cccnc4n3)[nH]c2c1	?	101	98	-45
CCCC(=O)N/C(N)=N/c1nc(C)c2cc(C)ccc2n1	?	100	104	0
O=S(=O)(c1cccc(C(F)(F)F)c1)N1CCCC1c1cccnc1 (stereo not given)	?	99	97	-13
CCS(=O)(=O)c1ccc(O)c(NC(=O)Nc2cccc3ccccc23)c1	?	97	93	-32
CC(=O)O[C@@H]1C[C@H]2C(C)=C[C@H]3OC(=O)[C@@H](C)[C@H]3C[C@H]2[C@]1(C)O	?	105	104	-22
N/C(=N\NS(=O)(=O)c1cc(C(F)(F)F)cc(C(F)(F)F)c1)c1ccccn1	?	100	100	-355
COc1ccc(NC(=S)NCCCN2CCOCC2)cc1	?	100	95	-151
COc1ccc(-n2cc(CNCCN3CCOC3=O)c(-c3ccccc3Cl)n2)cc1	?	98	96	-2
S=C1CCC(c2ccc(Cl)cc2)=NN1c1ccccc1	?	96	97	-31
Cc1cc2c(cc1[N+](=O)[O-])NC(CNC(C)C)CC2 (stereo not given)	?	93	95	-120
CCCOc1ccc(S(=O)(=O)N2C(=O)CC(=O)N(Cc3ccc(OCC)cc3)C2=O)cc1	?	89	79	-42
O=C(N/N=C/c1cc(Cl)ccc1O)c1ccncc1	?	91	83	-105
COc1ccc(CCNC(=O)CSc2nn(-c3ccccc3)c(=S)s2)cc1	?	99	99	-29
Cc1[nH]c2ccccc2c1C(O)CN1CCC2(CC1)OCCO2 (stereo not given)	?	102	101	-36
Cc1ccc(NC(=O)C[n+]2cc(-c3ccccc3)n3c2CCC3)c(C)c1	?	100	102	0
COC(=O)[C@@H]1C[C@H]2CC[C@H](O)C[C@H]2N1Cc1ccccc1OS(=O)(=O)c1ccc(C)cc1	?	99	101	-81
CCC(=O)N/C(=N/c1nc(C)cc(C)n1)Nc1ccccc1	?	103	109	-6

Other structures follow:
SMILES	RGS7-Gao reg	RGS8-Gao reg	RGS4-Gao reg	Mcl1 Bid PPI
CC1(OC(=O)C2CCCC2)C(=O)C=C2C=C(c3ccsc3)N(Cc3ccco3)C=C2C1=O (stereo not given)	?	98	98	-60
Cc1occc1-c1nnc(SCC(=O)O)n1-c1ccccc1	?	101	103	-15
O=C(c1ccccc1O)N1CCOCC1	?	102	100	-32
CNC(=O)Nc1ccc(S(N)(=O)=O)cc1	?	107	114	-4
NC(=O)CC(NC(=O)Cc1cccc2ccccc12)c1ccc(NC2CCC2)c([N+](=O)[O-])c1 (stereo not given)	?	101	100	-33
COCCNC(=O)c1onc(CSc2ccc(F)cc2)c1C(=O)NCCOC	?	97	103	-31
Cc1cc(/C=C2\C(=N)N3N=C(CC(=O)N4CCOCC4)SC3=NC2=O)c(C)n1Cc1ccccc1	?	102	102	-121
COc1ccc(OC)c(C(=O)c2ccc(Cl)cc2)c1	?	107	106	-7
CCCOc1ccc(CCC(=O)N/N=C/c2ccco2)cc1	?	101	98	-18
Cc1cc(-c2nc(C)c(C(=O)NN)s2)no1	?	99	101	-6
CCOC(=O)/C(C#N)=C/Nc1ccsc1C(=O)OC	?	92	85	-18
Nc1cc(N)nc(SCC(=O)N2CCN(S(=O)(=O)c3ccccc3)CC2)n1	?	101	99	-32
O=C(NCCCN1CCCC1)c1ccc2c(c1)N(Cc1ccccc1)CCS2	?	104	106	-59
COc1cc(/C=N/NC(=O)C(=O)NCc2ccco2)cc(Cl)c1O	?	101	102	-14
CC1Oc2ccccc2C=C1/C=N/Nc1ccc(C(=O)O)cc1 (stereo not given)	?	102	98	-39
CC1(C)CC2(CC(c3ccc(F)cc3)c3ccc(O)cc3O2)NC(=S)N1 (stereo not given)	?	97	95	-124
O=C(N/N=C/c1ccc2c(c1)OCO2)C(=O)Nc1ccccc1	?	101	93	-34
Cc1cc(/C(N)=N/OC(=O)Nc2cccc(C(F)(F)F)c2)no1	?	99	99	1
O=C(CSc1nnc2n1CCCCC2)Nc1ccc(N2CCOCC2)cc1	?	98	97	-156
Cc1ccc(C)c(NC(=O)CSc2nnc(-c3ccncc3)o2)c1	?	91	84	-18
NS(=O)(=O)c1ccc(CCNC(=S)NC2CCCCC2)cc1	?	101	103	-21
CN1CCN(C(=O)c2ccc(-c3cccs3)s2)CC1	?	102	102	-14
CC(=O)[C@@H]1[C@@H]2C(=O)N(c3ccccc3F)C(=O)[C@@H]2[C@H]2c3ccccc3C=NN12	?	100	94	-10
NS(=O)(=O)c1ccc(NC(=O)/C=C/c2cccs2)cc1	?	105	99	-35
Cc1ccc(NC(=O)C2CCC(CNc3c(N4CCC(C)CC4)c(=O)c3=O)CC2)cc1F (stereo not given)	?	98	90	-86

Continuation:
SMILES	RGS7-Gao reg	RGS8-Gao reg	RGS4-Gao reg	Mcl1 Bid PPI
O=C(Oc1ccccc1)c1cccc2cccc(C(=O)Oc3ccccc3)c12	?	97	91	-6
O=C(Cn1c[n+](CC(=O)c2ccc([N+](=O)[O-])cc2)cn1)c1ccc([N+](=O)[O-])cc1	?	95&100	96&104	-17&-22
Cc1ccc(-c2c[n+]3c(n2-c2ccccc2)CCC3)cc1	?	100	100	5
Cc1cc(C)c(-n2nnnc2SCC(=O)c2cccs2)c(C)c1	?	101	100	-1
Cc1cc(=O)oc2c1c(C(F)(F)F)nn2-c1ccccc1	.	103	113	1
Cc1ccc2nc(C)c3c(c2c1)N(c1ccc(F)cc1)CC3	?	97	89	-5
CC(=O)Nc1cc2cc(NS(=O)(=O)c3ccc(Cl)cc3)ccc2oc1=O	?	99	101	-17
CSc1nc2nc3c(cc2c(=O)n1-c1cccc(C)c1)COC(C)(C)C3	?	99	96	-9
CCCCCC(=O)Nc1cccc(C2=NOC3(C2)C[C@H](C(N)=O)N(C(=O)CC)C3)c1 (stereo not given in full)	?	99	103	-33
O=C(O)CC1(CC(=O)Nc2ccccc2N2CCOCC2)CCCC1	?	100	98	-6
O=c1c(-c2ccc(Cl)cc2)[n+]([O-])c2ccccc2n1OCc1nc2ccccc2[nH]1	?	107	114	-13
O=C(Nc1ccc(F)cc1)c1ccc(S(=O)(=O)N2CCOCC2)o1	?	131	146	-9
Cc1cccc(N/N=C/c2ccc(O)c(O)c2O)c1	?	100	104	-189
Cc1ccc(S(=O)(=O)N(CC(O)CN2C(=O)NC(C)(C)C2=O)c2cccc(C)c2)cc1 (stereo not given)	?	100	93	-20
O=C1CC(N(CCc2ccccc2)C(=S)Nc2ccccc2)C(=O)N1c1ccc(F)cc1 (stereo not given)	?	101	101	6
O=C(c1cccc2nc3ccccc3nc12)N1CCOCC1	?	103	102	3
COc1ccc(CCN=Cc2ccccc2O)cc1OC	?	103	101	-61
CN(C)CCSc1nc(O)c(-c2ccccc2)c(=O)n1-c1ccccc1	?	101	102	-24
Cc1nnc(Sc2nc3c(c(=O)[nH]c(=O)n3C)n2CCc2ccccc2)s1	?	103	108	-45
COc1cccc(Nc2ncc(C#N)c(N)n2)c1	?	98	93	-1
O=C(Nc1ccc(NC(=O)c2ccco2)c(Cl)c1)c1ccc2c(c1)OCCO2	?	100	92	-64
COc1ccc(N2C=C3C(=O)C(C)(OC(=O)CCc4ccccc4)C(=O)C=C3C=C2c2ccc(C#N)cc2)cc1 (stereo not given)	?	96	99	-61
COC(=O)c1sc(=S)n(Cc2ccccc2)c1C	?	100	108	-18
Cc1cc(C)cc(C(=O)NC(CC(N)=O)c2ccc(NC3CCCCC3)c([N+](=O)[O-])c2)c1 (stereo not given)	?	107	110	-26
CC(=O)N(Cc1ccc(Br)cc1)c1ccccc1C(=O)O	?	102	104	-14

New compounds follow
SMILES	RGS7-Gao reg	RGS8-Gao reg	RGS4-Gao reg	Mcl1 Bid PPI
CCn1cc(C(=O)NCc2cccs2)c(=O)c2cc(S(=O)(=O)N3CCOCC3)ccc21	?	103	109	51*
CSc1nc(N)c(C(=O)NC2CCCCC2)s1	?	115	127	4
CCN(CC)CCCNc1nc(N)c([N+](=O)[O-])c(NCCO)n1	?	103	104	-20
O=C(N/N=C/c1ccc2nccnc2c1)c1ccncc1	?	101	98	8
CCOc1ccc(-c2nc(CN3CCCCC3CCn3cccn3)c(C)o2)cc1 (stereo not given)	?	113	121	-17
CCc1cccc(NC(=O)CN(C)S(=O)(=O)c2cccc3cccnc23)c1	?	101	101	-28
CCOC(=O)C1CCN(C(=S)NC2CC3C=CC2C3)CC1 (stereo not given)	?	101	101	-15
COc1ccc(Br)cc1/C=N/N1CCN(Cc2ccccc2)CC1	?	101	101	-118

At a glance, some entries already given.
SMILES	RGS7-Gao reg	RGS8-Gao reg	RGS4-Gao reg	Mcl1 Bid PPI
O=[N+]([O-])c1ccc2nc(SCc3cn4cccnc4n3)[nH]c2c1	?	101	98	-45
CCCC(=O)N/C(N)=N/c1nc(C)c2cc(C)ccc2n1	?	100	104	0
O=S(=O)(c1cccc(C(F)(F)F)c1)N1CCCC1c1cccnc1 (stereo not given)	?	99	97	-13
CCS(=O)(=O)c1ccc(O)c(NC(=O)Nc2cccc3ccccc23)c1	?	97	93	-32

This is a subset; count on the stated rates, not on these rows.
